Lipid droplet = modulators of hepatic lipid droplet formation | AML12 mouse hepatocytes, oleate lipid droplets, BODIPY imaging | inhibition, % at 6.5 µM | actives 0.4% (n = 240,000) | AID 1656;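 active = lipid droplet intensity inhibited by at least 50%, with more than 500 cells counted; inconclusive = wells with under 300 cells, treated as cytotoxic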
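Technique: fluorescence imaging, 20x objective, two fields per well / Assay system: AML12 hepatocytes (mouse) / Measure: % inhibition of lipid droplet signal / Doses: 6.5 µM single-point dosing / Incubation: overnight exposure / Reagent: 100 µM oleic acid challenge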
T cell modulator = T cell immune modulators affecting CD8 T cell-vesicle binding; 2C CD8+ T cell-vesicle binding, flow cytometry; stronger effect = lower value; calls only at 7 µM; actives 0.068% (n = 330,000);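 active = response, share of CD8 T cells binding vesicles, and their 90th percentile fluorescence all below set limits, cut at about 80% in these data, passing the limit was not always enough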
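Assay system – 2C mouse CD8+ T cells · Also added – QL9-loaded Drosophila micro-vesicles · Timing – Cell–vesicle co-incubation 1.5 h at 37 °C, staining 20 min on ice · Signal – flow cytometry of vesicle-bound cells · Measure – percent CD8+ FL2 mean versus row control · Controls – Peptide-free naked vesicles (low) and QL9 vesicles with 0.7% DMSO vehicle (high)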
GPR35 antagonists = inhibition of zaprinast-stimulated GPR35 beta-arrestin translocation – imaging, U2OS, beta-arrestin-GFP, zaprinast agonist, primary screen (AID 2058); U2OS GPR35 beta-arrestin-GFP translocation imaging, zaprinast antagonism; higher % means a stronger effect; inhibition, % at 10 µM, or IC50 in µM where a hit was titrated; actives 0.052% (n = 290,000);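 active = inhibition of at least 50% with at least 30 cells and total cytoplasm GFP at most 10,000,000; inconclusive = under 30 cells or total GFP of 10,000,000 plus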
GPR55 antagonists = GPR55 antagonists blocking LPI-driven arrestin recruitment, primary screen, imaging, U2OS, beta-arrestin-GFP, LPI agonist (AID 2013) | U2OS GPR55 beta-arrestin-GFP translocation imaging, LPI antagonism; higher % means a stronger effect | inhibition, % at 10 µM; hits with a dose series show IC50 in µM | actives 0.13% (n = 290,000);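 active = spots per cell inhibited over 60%, with over 100 cells counted and total cytoplasm intensity under 500,000; inconclusive = wells with under 100 cells, flagged as likely toxic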;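 note: U2OS cells stably carrying GPR55 and arrestin-GFP stimulated by 5 µM LPI near EC80; imaged beta-arrestin-GFP aggregate spots per cell after agonist stimulation; plate controls were LPI-stimulated DMSO wells for no effect and DMSO wells without LPI for full effect; some results filed as inactive read as strong as hits; confirmed hits need IC50 under 10 µM and bright autofluorescent wells are also inconclusive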
NTR1 ag = agonists of NTR1, primary screen, imaging, U2OS cells, beta-arrestin-GFP, high content (AID 493036). P30989. NTR1-U2OS beta-arrestin-GFP spot imaging, agonist mode. activation, % at 20 µM. actives 0.17% (n = 330,000);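 active = activation at or above 40% of the spot to cytoplasm intensity ratio, with at least 20 cells analyzed; inconclusive = wells under 20 cells, flagged as cytotoxic or low count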;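 note: 0% = DMSO without peptide and 100% = 100 nM NTR1 peptide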
Target sequence (P30989 whole entry, looked up): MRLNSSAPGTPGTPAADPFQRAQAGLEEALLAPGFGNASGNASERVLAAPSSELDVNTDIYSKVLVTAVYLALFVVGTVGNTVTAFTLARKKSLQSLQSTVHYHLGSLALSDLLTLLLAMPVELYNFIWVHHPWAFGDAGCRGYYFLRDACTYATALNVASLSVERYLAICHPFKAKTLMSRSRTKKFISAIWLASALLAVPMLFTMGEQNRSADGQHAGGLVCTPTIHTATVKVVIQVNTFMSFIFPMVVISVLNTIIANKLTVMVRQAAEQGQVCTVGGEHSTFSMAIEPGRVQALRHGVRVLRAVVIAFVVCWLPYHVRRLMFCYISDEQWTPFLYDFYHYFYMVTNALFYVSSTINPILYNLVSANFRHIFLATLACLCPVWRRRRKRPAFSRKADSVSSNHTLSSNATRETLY
SV40 large T antigen = TAg ATPase/helicase activity blockers – biochemical (AID 1903); inhibition, % at 20 µM, or IC50 in µM where a hit was titrated; SV40 large T antigen ATPase/helicase inhibition assay; higher % means a stronger effect; actives 0.39% (n = 310,000); in the data active = a potency from the dose series; inconclusive = inhibition mostly from about 32% at the one dose, without a potency; inactive = the rest, 99 in 100 with inhibition below about 32%; note: strong numbers were not always called active
Rac1 GTP hydrolysis = MgcRacGAP GTPase-activating activity inhibitors, confirmation, biochemical, ADP Hunter fluorescence; inhibition, % at 30 µM; hits with a dose series show IC50 in µM; actives 0.6% (n = 340,000); MgcRacGAP-stimulated Rac1 GTP hydrolysis, ADP Hunter fluorescence; higher % means a stronger effect; GST-tagged Rac1 F28L mutant substrate;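 active = first-screen hits whose inhibition reached a set limit at any dose in the follow-up dose series; inconclusive = inhibition above the set first-screen limit but never retested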;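 note: fluorescence reports GDP produced by GAP-driven GTP hydrolysis; strong numbers were not always called active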
GPR55 activation = GPR55 agonists via beta-arrestin recruitment, primary screen, imaging, U2OS cells, beta-arrestin-GFP redistribution (AID 1961); U2OS GPR55 beta-arrestin-GFP redistribution imaging; higher % means a stronger effect; actives 0.048% (n = 290,000); one-dose activation, % at 10 µM; EC50 in µM for titrated hits;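 active = activation above 40% with more than 50 cells counted in the well; inconclusive = wells holding fewer than 50 cells, flagged as toxic or sparse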;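 note: U2OS osteosarcoma cells stably expressing GPR55 and beta-arrestin-GFP; plate controls were DMSO negative control for no effect and LPI positive control for full effect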
LYP phosphatase = inhibitors of LYP phosphatase, biochemical, fluorescence intensity, uHTS (AID 1779) | actives 0.054% (n = 290,000) | one-dose inhibition, % at 11.5 µM; IC50 in µM for titrated hits | recombinant LYP phosphatase, fluorescence intensity; higher % means a stronger effect; in the data active = inhibition above about 50%;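 note: plate controls were vehicle with enzyme for no effect and no enzyme for full effect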
Lipid droplet cells 6.5 µM = further read-out of Lipid droplet, marked with its call; cell count; measured here: cell count, cytotoxicity flag;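 cells counted across two imaged fields per well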
T cell modulator vesicle-bound % = recorded beside T cell modulator, whose call it bears; double positive events, %; measured here: CD8+ vesicle-bound cell fraction;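 binding gate set so that unloaded-vesicle control wells show 10% double positive cells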
NTR1 ag cell count 20 µM = further read-out of NTR1 ag, marked with its call; cell count; measured here: cell count, cytotoxicity flag
Active calls of the source: *; i = inactive; ? = inconclusive; . = no result given.

SMILES | Lipid droplet | Lipid droplet cells 6.5 µM | T cell modulator | T cell modulator vesicle-bound % | GPR35 antagonists | GPR55 antagonists | NTR1 ag | NTR1 ag cell count 20 µM | SV40 large T antigen | Rac1 GTP hydrolysis | GPR55 activation | LYP phosphatase
COCCN1C(=O)/C(=C/c2ccc(OCc3ccc(C(=O)O)cc3)c(OC)c2)SC1=Nc1ccccc1 | -16 | 676 | i | 22 | -5% | 20% | 2.4 | 68 | 10% | 9% | -0.5% | 14%
COCc1nc2ccccc2n1CCc1ccccc1 | 2 | 781 | i | 37 | 1% | -6% | -0.3 | 65 | 1% | -9% | 0.2% | -4%
CCOC(=O)c1c(C)[nH]c(C(=O)Cn2c(=O)c3c(ncn3CC)n(Cc3ccccc3)c2=O)c1C | -40 | 710 | i | 44 | -12% | -1% | 2.0 | 67 | 10% | 8% | -0.1% | 4%
NCC1CC2c3ccccc3C1c1ccccc12 (centres undefined) | -6 | 813 | i | 37 | -11% | 5% | -1.1 | 89 | 23% | 7% | -0.1% | -9%
Cc1ccc2nc(SCC(=O)NC3CCCC3)[nH]c2c1 | -6 | 715 | i | 18 | 7% | 9% | -0.7 | 58 | 3% | 11% | -0.2% | -4%
CC1CCN(C2=NN3C(=N)/C(=C\c4ccc(OC(=O)c5ccco5)cc4)C(=O)N=C3S2)CC1 | -1 | 702 | i | 18 | 10% | 8% | 4.3 | 62 | 12% | 2% | -0.1% | -4%
O=c1c2sccc2[nH]c(=S)n1Cc1ccccc1 | -5 | 595 | i | 18 | -1% | -9% | -1.8 | 71 | 7% | 7% | -0.3% | -2%
COC(=O)Cn1c(=NC(=O)C2CC2)sc2c(C)cc(C)cc21 | . | . | i | 24 | . | . | 0.8 | 54 | 3% | 7% | . | .
CC(C)NC(=O)C1CCN(C2CCN(C(=O)c3cc4c(s3)CCCCC4)CC2)CC1 | 0 | 665 | i | 15 | 16% | 6% | -0.4 | 42 | 3% | 5% | 0.2% | -4%
COc1ccccc1/C=C(\C)C(=O)c1c(C)cc(C)[nH]c1=O | 3 | 862 | i | 49 | -1% | 5% | -0.6 | 56 | 9% | 5% | 0.0% | -2%
CCOC(=O)N1CCC(N(C(=O)Nc2ccc(Cl)c(Cl)c2)C(C)CC)CC1 (centres undefined) | -20 | 670 | i | 41 | 17% | 6% | 3.7 | 48 | 3% | 5% | -0.1% | 5%
Cc1cc(/C=N/O)c(C)n1-c1ccc(Br)cc1 | -18 | 632 | i | 47 | 1% | 0% | 0.6 | 75 | 0% | 15% | -0.3% | 1%

Reprinted from the part before: four entries, then new ones.
SMILES | Lipid droplet | Lipid droplet cells 6.5 µM | T cell modulator | T cell modulator vesicle-bound % | GPR35 antagonists | GPR55 antagonists | NTR1 ag | NTR1 ag cell count 20 µM | SV40 large T antigen | Rac1 GTP hydrolysis | GPR55 activation | LYP phosphatase
CC(C)NC(=O)C1CCN(C2CCN(C(=O)c3cc4c(s3)CCCCC4)CC2)CC1 | 0 | 665 | i | 15 | 16% | 6% | -0.4 | 42 | 3% | 5% | 0.2% | -4%
COc1ccccc1/C=C(\C)C(=O)c1c(C)cc(C)[nH]c1=O | 3 | 862 | i | 49 | -1% | 5% | -0.6 | 56 | 9% | 5% | 0.0% | -2%
CCOC(=O)N1CCC(N(C(=O)Nc2ccc(Cl)c(Cl)c2)C(C)CC)CC1 (centres undefined) | -20 | 670 | i | 41 | 17% | 6% | 3.7 | 48 | 3% | 5% | -0.1% | 5%
Cc1cc(/C=N/O)c(C)n1-c1ccc(Br)cc1 | -18 | 632 | i | 47 | 1% | 0% | 0.6 | 75 | 0% | 15% | -0.3% | 1%
CC(C)C(=O)Nc1cccc2nsnc12 | . | . | i | 14 | 4% | 0% | 0.6 | 44 | 10% | 8% | -0.3% | 1%
O=C(CSc1ccccc1C(=O)NCc1ccccc1)NC1CCCCCCC1 | 0 | 670 | i | 38 | 12% | 0% | 2.9 | 37 | 5% | 12% | -0.1% | -3%
O=C(/C=C/c1ccc(F)cc1)NC(=S)Nc1ccccc1 | 18 | 829 | i | 46 | -2% | -3% | 1.6 | 90 | 1% | 6% | -0.2% | -6%
COc1ccc(C(=O)N2CCN(c3ncccn3)CC2)cc1[N+](=O)[O-] | -3 | 822 | i | 50 | 8% | 5% | 1.2 | 64 | 3% | -6% | 0.8% | -9%
CC(=O)NNc1cccc(Cl)n1 | . | . | i | 30 | 14% | 1% | 0.9 | 67 | -5% | 12% | -0.2% | -3%
CC(=O)c1cccc(NC(=O)Nc2ccc(C)cc2)c1 | -2 | 745 | i | 54 | -2% | 16% | 3.4 | 45 | -6% | 7% | 0.2% | -5%
CC(C)C(NC(=O)c1ccccc1)c1nnc(SCC(=O)Nc2nccs2)n1C (centres undefined) | . | . | i | 53 | -11% | 11% | 0.1 | 71 | 12% | 6% | -0.2% | -10%
Cc1ccc(C2=NN(S(C)(=O)=O)C(c3cccs3)C2)cc1 (centres undefined) | . | . | i | 50 | 8% | 6% | -0.3 | 35 | -4% | -3% | -0.1% | -5%
CC(=O)Nc1ccc(NC(=O)CSc2ncc(C(=O)Nc3ccccc3)c(=O)n2C)cc1 | . | . | i | 13 | . | . | 0.3 | 60 | 9% | 6% | . | .
CC1CCN(S(=O)(=O)c2cccc(C(=O)Nc3nccs3)c2)CC1 | 0 | 725 | i | 26 | 8% | 2% | 2.2 | 69 | 8% | 3% | -0.1% | -6%
Cc1cc(C(=O)CSc2nnc(-c3ccc(Cl)cc3)n2C)c(C)n1CC1CCCO1 (centres undefined) | . | . | i | 53 | -1% | 5% | 0.5 | 55 | 6% | 12% | -0.1% | -3%
CCc1cc2cc(C(=O)N3CCN(c4ccccc4)CC3)sc2s1 | 5 | 747 | i | 16 | -15% | 8% | 3.0 | 37 | 4% | 14% | -0.1% | -4%
CCCCn1c(N)c(N(CC(C)C)C(=O)c2cc(Cl)nc3ccccc23)c(=O)[nH]c1=O | . | . | i | 50 | . | . | -0.6 | 66 | 16% | 6% | . | .
CCc1cc(=O)oc2c(CN3CCN(C)CC3)c(O)c(Cl)cc12 | -2 | 721 | i | 29 | -13% | 10% | 1.3 | 75 | 12% | 7% | 0.3% | -48%
Cc1ccc(/C=N\NC(=O)Cn2nnc3ccccc32)o1 | -4 | 770 | i | 23 | 7% | -5% | -0.1 | 69 | 25% | 0% | -0.1% | -2%
N#Cc1cc2c(nc1SCc1ccncc1)CCC2 | -4 | 764 | i | 41 | -8% | 55% | 0.6 | 48 | 1% | 10% | 0.1% | -2%
O=S(=O)(/N=S1/CC=CCN1S(=O)(=O)c1ccccc1)c1ccccc1 (centres undefined) | -8 | 679 | i | 27 | 12% | 8% | 0.3 | 41 | ? | ? | 0.8% | 3%
COc1cc(C2C3C(=O)N(Cc4ccccc4)C(=O)C3ON2c2ccccc2)cc(OC)c1O (centres undefined) | . | . | i | 44 | -3% | -11% | -0.5 | 53 | 3% | 4% | -0.2% | -4%
CCc1ccccc1N1C(=O)c2cccc3c(N4CCOCC4)c([N+](=O)[O-])cc(c23)C1=O | . | . | i | 55 | -3% | 10% | 18 | 78 | 19% | 0% | -0.1% | 5%
COc1ccccc1-n1c(-c2ccco2)n[nH]c1=S | -3 | 800 | i | 29 | -13% | 6% | -0.8 | 76 | 6% | 9% | 0.4% | -4%
O=C(NCCc1ccccn1)c1cccc(S(=O)(=O)N2CCc3ccccc32)c1 | -7 | 676 | i | 41 | 4% | -37% | -0.7 | 52 | 5% | 4% | -0.3% | -9%
Cc1cccnc1NC(=O)Cn1nc(C)c([N+](=O)[O-])c1C | -1 | 783 | i | 47 | 8% | 9% | -0.8 | 60 | 18% | 14% | 0.0% | -6%
O=C(NC(=S)Nc1ccc(Br)cc1)C1CCCCC1 | 22 | 685 | i | 22 | 3% | -1% | 0.1 | 58 | 9% | 5% | -0.2% | 5%
S=C(NN=C(C1CC1)C1CC1)Nc1ccccc1 | -24 | 707 | i | 48 | -14% | -10% | -0.7 | 68 | 31% | 11% | -0.3% | -7%
CCOc1ccccc1OCC(=O)OCC(=O)NNC(=O)c1ccc([N+](=O)[O-])cc1 | -1 | 874 | i | 41 | 5% | 2% | -0.5 | 50 | 9% | 6% | 0.2% | -12%
C/C(Cc1nnn(-c2cc(C)on2)n1)=N\O | -2 | 777 | i | 4 | 10% | 12% | -0.3 | 51 | 2% | . | 0.0% | -10%
COC(=O)C1=C(C(=O)OC)C(c2cc(Cl)ccc2O)c2sc(=O)[nH]c2S1 (centres undefined) | . | . | i | 7 | -1% | 35% | 2.1 | 66 | 7% | 21% | -0.1% | -3%
Cc1ccc(S(=O)(=O)Cc2ccc(C(=O)O)o2)cc1 | -1 | 749 | i | 22 | 8% | 4% | -0.8 | 64 | 15% | 19% | 0.2% | -10%
C=C(C)c1cccc(C(C)(C)NC(=O)Nc2cccnc2)c1 | -20 | 786 | i | 64 | -4% | 14% | 0.0 | 64 | 13% | 0% | -0.1% | -2%
COc1ccc(-c2cn[nH]c2-c2ccc(OCc3ccccc3)cc2O)cc1 | 10 | 751 | i | 16 | -12% | 0% | 30 | 45 | 18% | 7% | 0.4% | 1%
CCCN1CCC(NC(=S)Nc2ccc(C(=O)OCC)cc2)CC1 | 34 | 682 | i | 18 | 9% | 1% | -0.3 | 52 | -9% | 5% | -0.2% | -5%

Shown as comma-separated lines: entries from further up
mol,Lipid droplet,Lipid droplet cells 6.5 µM,T cell modulator,T cell modulator vesicle-bound %,GPR35 antagonists,GPR55 antagonists,NTR1 ag,NTR1 ag cell count 20 µM,SV40 large T antigen,Rac1 GTP hydrolysis,GPR55 activation,LYP phosphatase
C/C(Cc1nnn(-c2cc(C)on2)n1)=N\O,-2,777,i,4,10%,12%,-0.3,51,2%,.,0.0%,-10%
COC(=O)C1=C(C(=O)OC)C(c2cc(Cl)ccc2O)c2sc(=O)[nH]c2S1 (centres undefined),.,.,i,7,-1%,35%,2.1,66,7%,21%,-0.1%,-3%
